Tb hexokinase: Trypanosoma brucei hexokinase 1 inhibitors, primary screen, biochemical, G6PDH-coupled NADH absorbance, MLSCN library; hexokinase 1 [Trypanosoma brucei]; recombinant TbHK1, G6PDH-coupled NADH A340; inhibition, % at 10 µM; 220,000 compounds, 0.11% hits; AID 1430, 2008;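 active = inhibition of 50% or more in the single-dose primary screen; inactive = inhibition below 50%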
14-3-3 Bad PPI: inhibitors of 14-3-3 zeta/Bad binding, primary screen, biochemical, TR-FRET, bovine 14-3-3 zeta; 14-3-3 protein zeta/delta (Bos taurus), P63103; TR-FRET 14-3-3zeta/Dy647-pBad peptide displacement, 1 h; inhibition, % at 21.7 µM; 220,000 compounds, 0.71% hits;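 active = inhibition above about 70%, limit read from the data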;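 also: 0% = full 14-3-3 plus peptide FRET controls and 100% = background without 14-3-3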
Mdm2 ligase inh: MDM2-luciferase reporter signal enhancers, primary screen, MDM2 E3 ligase inhibitor project, cell-based, luminescence, 1536-well. signal enhancement, % at 5 µM. E3 ubiquitin-protein ligase Mdm2 (Homo sapiens), Q00987. cell-based MDM2 ubiquitination luciferase reporter, 2 h; 0 = plate control, 100 = twice control, blank-subtracted. AID 1230, 2008. 210,000 compounds, 0.11% hits;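 active = signal enhancement of 30% or more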;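 also: luminescence tracks abundance of the self-degrading MDM2-luciferase fusion protein; higher signal means inhibition of MDM2 E3 ligase activity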
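Assay system: stable mammalian line carrying autodegrading MDM2–luciferase fusion reporter; amount: 2000 cells seeded into each well; buffer or medium: DMEM; benchmarks: plate control and blank wells; signal: luciferase luminescence; timing: 2 h compound exposure at 37 °C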
Hck Nef HTS: inhibitors of Nef-activated human Hck kinase, primary screen, biochemical, Z-Lyte FRET, 384-well, Hck-YEEI; inhibition, % at 20 µM; Recombinant Hck-YEEI plus Nef, Z-Lyte FRET kinase assay; 220,000 compounds, 0.68% hits;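 active = Hck-Nef kinase inhibition above about 50%, limit read from the data; inactive = inhibition below that limit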;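 also: 0% = DMSO with Hck plus Nef and 100% = Hck alone without Nef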
Runt-CBFb FRET: inhibitors of RUNX1 Runt–CBFb binding, primary screen, biochemical, FRET, Cerulean-Runt, Venus-CBFb, uHTS; Cerulean-Runt/Venus-CBFb FRET ratio 530/480, 1 h; inhibition, % at 20 µM; 220,000 compounds, 0.46% hits; AID 1496, 2009;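 active = inhibition over about 50% at 20 µM in the single-dose screen, limit read from the data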;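 also: 0% = DMSO wells and 100% = excess unlabeled CBFb competitor control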
Target sequence (Q01196 whole entry, looked up): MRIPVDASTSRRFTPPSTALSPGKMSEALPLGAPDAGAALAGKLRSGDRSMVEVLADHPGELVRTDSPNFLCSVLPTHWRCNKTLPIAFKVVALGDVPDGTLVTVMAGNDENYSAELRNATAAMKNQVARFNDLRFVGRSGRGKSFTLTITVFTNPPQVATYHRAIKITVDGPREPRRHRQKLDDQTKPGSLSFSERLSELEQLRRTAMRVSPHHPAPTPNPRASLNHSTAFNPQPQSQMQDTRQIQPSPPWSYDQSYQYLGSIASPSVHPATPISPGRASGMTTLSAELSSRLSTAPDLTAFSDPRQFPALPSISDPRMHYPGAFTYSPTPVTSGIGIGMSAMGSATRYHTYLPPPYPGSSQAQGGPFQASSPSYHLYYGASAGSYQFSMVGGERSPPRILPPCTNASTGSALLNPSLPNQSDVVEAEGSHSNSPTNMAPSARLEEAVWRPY
Target sequence (Q13951 whole entry, looked up): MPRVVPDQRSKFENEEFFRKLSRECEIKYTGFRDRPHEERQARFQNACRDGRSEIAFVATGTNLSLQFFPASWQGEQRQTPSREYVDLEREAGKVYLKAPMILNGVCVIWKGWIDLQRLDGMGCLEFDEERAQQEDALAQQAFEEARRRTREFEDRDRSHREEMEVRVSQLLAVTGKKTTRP
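Measured by: fluorescence energy transfer, 422 nm excitation, 530/480 nm emission; test system: Cerulean-tagged RUNX1 Runt domain (FRET donor) fusion protein; buffer or medium: Tris pH 7.5 buffer with BSA; compound: one dose, 20 µM compound, 1% DMSO; times: two 1 h room-temperature incubations shielded from light; benchmarks: unlabeled CBFb 5 µM, positive control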
NCF1 inh: p47phox/p22phox peptide binding inhibitors, primary screen, biochemical, uHTS, NADPH oxidase regulatory subunit; 220,000 compounds, 0.53% hits; fluorescence polarization, 2 h; inhibition, % at 24.7 µM; AID 1274, 2008;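 active = inhibition above about 30%, limit read from the data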;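 also: 0% = p47phox with labelled peptide and 100% = labelled peptide alone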
zVAD death inh: inhibitors of zVAD-triggered necroptosis, primary screen, L929 cells; viability rescue, % at 10 µM; L929 zVAD necroptosis rescue, ATP luminescence, 24 h; with zVAD 60 µM; 220,000 compounds, 0.38% hits; AID 1377, 2008;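 active = activation, scaled between plate controls, above about 75%, limit read from the data; inactive = activation under that limit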;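 also: 0% = zVAD with DMSO and 100% = DMSO alone without zVAD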
Runt-SMMHC FRET: inhibitors of RUNX1 Runt–CBFb-SMMHC binding, primary screen, biochemical, FRET, Cerulean-Runt, Venus-CBFb-SMMHC, uHTS. Cerulean-Runt/Venus-CBFb-SMMHC FRET ratio 530/480, 1 h. inhibition, % at 20 µM. 220,000 compounds, 0.74% hits. AID 1434, 2008;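 active = mean inhibition across duplicate retests at 20 µM reaching about 50%, limit read from the data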;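 also: 0% = DMSO wells and 100% = wells with excess untagged CBFb-SMMHC; inhibitors lower the FRET ratio by blocking Runt binding to CBFb-SMMHC; some results filed as inactive read as strong as hits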
EBV gp42 inh: Epstein-Barr virus gp42 inhibitors, primary screen, biochemical, uHTS, fluorescence polarization. Glycoprotein 42 (Epstein-Barr virus (strain AG876)), Q1HVG2. Fluorescence polarization binding assay, mP read-out. inhibition, % (tested at 21.74 µM). 220,000 compounds, 0.42% hits. AID 1085, 2008; in the data active = inhibition above about 50%
Target sequence (Q1HVG2 whole entry, looked up): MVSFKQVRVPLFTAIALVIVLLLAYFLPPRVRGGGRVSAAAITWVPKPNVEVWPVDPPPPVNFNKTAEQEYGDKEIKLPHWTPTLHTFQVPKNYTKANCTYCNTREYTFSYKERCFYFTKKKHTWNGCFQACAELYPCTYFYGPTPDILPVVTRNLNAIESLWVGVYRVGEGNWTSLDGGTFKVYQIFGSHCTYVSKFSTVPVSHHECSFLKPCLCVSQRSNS
Numbers without * were called inactive; x = no result given; [ ] = another dose, or the depositor's remark.

SMILES	Tb hexokinase	14-3-3 Bad PPI	Mdm2 ligase inh	Hck Nef HTS	Runt-CBFb FRET	NCF1 inh	zVAD death inh	Runt-SMMHC FRET	EBV gp42 inh
O=C(Nc1ccc2c(c1)nc1n2CCN(C2CCCCC2)C1)c1ccco1	-12	24	x	32	3	-5	6.1	-159	16
O=C(CCn1c(=O)sc2ccccc21)Nc1cccnc1	3	-1	-6	7	-2	-12	-0.3	-3	-7
COCCNC(=O)CN1C(=O)NC2(CCCCCC2)C1=O	4	2	-18	-33	0	-3	-0.8	1	3
CCCCSc1nc(N)c(C#N)c(-c2cccs2)c1C#N	4	x	-20	2	0	x	1.6	-2	x
Nc1sccc1C(=O)c1ccccc1	-7	6	-10	1	1	-19	0.9	4	-8
CN(C)S(=O)(=O)c1cccc(NC(=O)CSc2ncnc3ccccc23)c1	-12	2	-22	16	-1	-15	0.0	-1	-11
Cc1ccc(-c2nnc(CSc3nnc(COc4cccc5ccccc45)n3-c3ccccc3)o2)cc1	-7	8	-10	4	-1	-9	-0.4	2	13
Cc1ccc(-n2ncc3c(=O)n(-c4ccc(C)c(C)c4)c(C)nc32)cc1	1	-11	0	-1	0	-6	11	0	7
Cc1cc(C)n(C(=O)CCNC(=O)c2ccccc2Br)n1	1	8	-11	-1	-1	9	2.0	3	0
COc1ccc(C2c3[nH]c4ccccc4c3CCN2Cc2cccn2-c2ncccn2)cc1C (centres undefined)	8	3	-8	30	-12	-53	-1.4	-23	8
COc1cc([C@H]2[C@@H]3CCCC[C@]3(O)CCN2CC(=O)Nc2ccc(C)cc2C)ccc1O	-3	-1[fluorescence artefact?]	-4	2	-2	-7	5.8	4	2
COc1cccc(C(=O)N=c2sc3cc(S(C)(=O)=O)ccc3n2C)c1	-21	32	-1	27	-4	-1	3.8	-7	-2
Cc1cccc(NC(=O)/C=C/c2ccc([N+](=O)[O-])s2)c1	-11	3	15	2	3	2	74	4	1
O=c1c2oc3ccccc3c2ncn1Cc1ccccc1F	1	19	-2	5	-2	-16	2.2	-2	-14
CCN(CCC#N)c1ccc(/C=N/Nc2nc(C)cc(=O)[nH]2)c(C)c1	-27	4	-8	6	1	-10	2.9	3	-4
COc1ccc(/C=N/n2cnnc2SCCO)cc1OC	-38	8[fluorescence artefact?]	-13	0	-2	4	2.0	-2	-12
Cc1nnsc1-c1c(C(=O)Oc2ccccc2)c(C)nn1-c1ccccc1	-1	3	-10	3	2	-5	0.6	-3	-14
CCOC(=O)C(CCCOc1cccc(CC)c1)C(=O)OCC	-3	1	11	2	-2	-12	0.5	-3	-12
CC(=O)Nc1ccc(NC(=O)CN(c2cccc([N+](=O)[O-])c2)S(C)(=O)=O)cc1	0	-3	-13	-2	1	4	-0.5	3	16
CCOc1ccccc1CN1CCN(Cc2cn(C)nc2-c2ccccc2)CC1CCO (centres undefined)	3	-5	-6	-1	-2	-9	-0.4	2	-8
CCOc1cccc(NC(=O)c2cnccc2C(F)(F)F)c1	-6	9	-2	13	1	-7	1.1	-8	-22
O=C(Cn1cnc2ccccc2c1=O)Nc1ccc(S(=O)(=O)N2CCCC2)cc1	-5	2	-27	17	1	2	22	-2	-3
COc1cc(OC)cc(C(=O)Nc2ccc(S(=O)(=O)Nc3cc(C)on3)cc2)c1	2	3[fluorescence artefact?]	-28	2	-2	-1	1.5	2	-18
Cc1cccc(C)c1OCC(O)CNS(=O)(=O)c1ccccc1C(=O)N1CCCCC1 (centres undefined)	6	-11	3	8	-7	-1	0.1	-1	-17
Cc1ccc2nc(-c3ccc(N)cc3)sc2c1	-47	12	-74	14	-3	-10	-0.2	0	0

Single values from the results shown.
For 14-3-3 Bad PPI, Cc1cccc(NC(=O)/C=C/c2ccc([N+](=O)[O-])s2)c1 has 3
For 14-3-3 Bad PPI, COc1ccc(/C=N/n2cnnc2SCCO)cc1OC has 8[fluorescence artefact?]
For NCF1 inh, CN(C)S(=O)(=O)c1cccc(NC(=O)CSc2ncnc3ccccc23)c1 has -15
For Runt-SMMHC FRET, O=C(Nc1ccc2c(c1)nc1n2CCN(C2CCCCC2)C1)c1ccco1 has -159

Two consecutive entries already listed, quoted:
SMILES	Tb hexokinase	14-3-3 Bad PPI	Mdm2 ligase inh	Hck Nef HTS	Runt-CBFb FRET	NCF1 inh	zVAD death inh	Runt-SMMHC FRET	EBV gp42 inh
Cc1cccc(C)c1OCC(O)CNS(=O)(=O)c1ccccc1C(=O)N1CCCCC1 (centres undefined)	6	-11	3	8	-7	-1	0.1	-1	-17
Cc1ccc2nc(-c3ccc(N)cc3)sc2c1	-47	12	-74	14	-3	-10	-0.2	0	0

Grouped by structure, the entries above with a furan ring, fused or not (two)
SMILES	Tb hexokinase	14-3-3 Bad PPI	Mdm2 ligase inh	Hck Nef HTS	Runt-CBFb FRET	NCF1 inh	zVAD death inh	Runt-SMMHC FRET	EBV gp42 inh
O=C(Nc1ccc2c(c1)nc1n2CCN(C2CCCCC2)C1)c1ccco1	-12	24	x	32	3	-5	6.1	-159	16
O=c1c2oc3ccccc3c2ncn1Cc1ccccc1F	1	19	-2	5	-2	-16	2.2	-2	-14

(more compounds)
SMILES	Tb hexokinase	14-3-3 Bad PPI	Mdm2 ligase inh	Hck Nef HTS	Runt-CBFb FRET	NCF1 inh	zVAD death inh	Runt-SMMHC FRET	EBV gp42 inh
Cc1cc(C)nc(NC(=O)C(c2ccccc2)c2ccccc2)n1	5	-6	-35	1	-1	-18	-0.2	-1	-20
CSc1ccc(N/N=C(/C#N)S(=O)(=O)C(C)(C)C)cc1	-15	-10	-10	30	-1	3	-0.3	0	-8
CN(Cc1ccccc1)S(=O)(=O)c1ccc(C(=O)Nc2nnc(C3CC3)o2)cc1	12	-2	-3	0	-3	-11	-0.6	0	-4
O/N=C1\CC(O)Cc2nonc21 (centres undefined)	1	-5	-13	2	1	-47	-0.2	4	-4
O=C1N/C(=C/c2cccn2-c2ccccc2)C(=O)N1Cc1ccccc1F	-6	10[fluorescence artefact?]	-4	1	16	-16	-0.1	-1	-19
COc1ccc(S(=O)(=O)Nc2ccc3c(c2)OCO3)cc1Cl	-9	-5[fluorescence artefact?]	-2	4	16	17	-1.2	5	2
O=C(COc1ccc([N+](=O)[O-])cc1)Nc1ccc(N2CCCC2)cc1	12	-17	-2	1	4	-5	0.2	5	-10
COc1ccc(/C=C2/NC(=O)N(CC(=O)Nc3cccc(C)c3)C2=O)cc1O	-6	3	-7	27	-2	2	44	-5	0
Cc1cc(NC(=O)C2C3C(=O)N(Cc4ccc(Cl)cc4)C(C(=O)NC(C)(C)C)C34C=CC2(C)O4)no1 (centres undefined)	3	-7	-8	1	-1	-11	-0.1	4	-7
CC(C)(C)c1csc(NC(=O)Cn2c(=O)oc3ccccc32)n1	9	-3	-15	-14	0	-12	-0.1	-1	1
CCCN1CCN(c2ncnc3c2nnn3Cc2ccccc2)CC1	10	11	-32	-3	-1	-11	1.3	2	-22
O=C1NC(c2ccccc2)CCC1(Cl)Cl (centres undefined)	-2	2[fluorescence artefact?]	3	0	-2	-15	0.5	-6	-18
COc1ccc(Br)cc1C(=O)Nc1cccc2ncccc12	-4	-10	-14	4	-2	3	-2.2	-2	5
CN(C)/C=C1/Sc2ccccc2C1=O	-12	-2	-4	0	28	-31	0.1	62	-16
CN(C)/C=C1\C(=O)N(c2ccc(Cl)c(Cl)c2)CS1(=O)=O	0	-7	-7	11	1	-6	1.3	2	-11
Nn1cc(-c2ccccc2)nc1SCC(=O)Nc1cccc(S(N)(=O)=O)c1	-5	-3	x	18	2	-30	-0.1	2	-16
O=C(c1ccccc1)c1ccc2nc(N3CCN(C(=O)c4ccco4)CC3)c3nncn3c2c1	-18	1	-4	11	-3	-37	0.0	-8	-40
CCOC(=O)C1CCCN(C(=O)c2cc(-c3ccc(C)cc3)on2)C1 (centres undefined)	2	-2	-16	1	-1	-9	0.0	3	-1
O=C(NNc1c(Cl)cncc1Cl)c1sccc1Cl	2	-11	-3	3	0	-4	-0.1	-1	0
Cc1cccc(CN2CCc3c(OCC(=O)N4CCCc5ccccc54)cccc3C2=O)c1	-11	6	-19	0	-4	-39	-0.3	2	-13
O=C1NC(=O)/C(=C\c2ccc(OCc3cnc(Cl)s3)cc2)S1	-19	-7	-11	26	-6	-19	0.0	-1	1
COc1ccccc1CNc1ccc(N2CCOCC2)c(C(=O)O)c1	-3	3	-9	3	2	-5	0.0	0	-8
CC(C)(C)n1nnnc1C(c1cccs1)N(Cc1ccccc1)Cc1ccco1 (centres undefined)	10	6	-17	3	-1	-16	-0.7	3	-18
Cc1c(C)c2ccc(OCC(=O)N3CCOCC3)c(C)c2oc1=O	-8	-4	-9	11	0	-8	6.3	0	1
Cc1ccc(NC(=O)COc2ccccc2C(=O)NCCN(C)C)cc1	4	4	-6	15	-2	-5	0.4	-5	-13

(continued)
SMILES	Tb hexokinase	14-3-3 Bad PPI	Mdm2 ligase inh	Hck Nef HTS	Runt-CBFb FRET	NCF1 inh	zVAD death inh	Runt-SMMHC FRET	EBV gp42 inh
O=C(c1cccs1)N1CCCc2ccccc21	-4	-10	-16	1	-1	-1	-0.6	0	-19
O=C(Oc1ccc2ccccc2c1)c1cncc(Br)c1	-10	-1[fluorescence artefact?]	-15	0	1	-10	-0.3	-4	7
O=c1c2ccccc2nc(SCc2cn3ccsc3n2)n1-c1ccc(F)cc1	-6	17	-2	2	1	2	-0.2	-14	-8
CC1=Nn2c(nc(-c3ccccc3)c2-c2ccccc2)NC(=O)C1Br (centres undefined)	-9	60[fluorescence artefact?]	-12	-2	2	-4	-0.5	0	-26
CCN(CC(=O)Nc1ccccc1OC)CC(=O)Nc1ccccc1-c1ccccc1	-11	20	-10	-17	-6	2	-0.1	3	-3
O=C(CCCCCCN1C(=O)c2ccccc2C1=O)Nc1nccs1	1	-1[fluorescence artefact?]	6	7	-1	0	-0.6	-1	-9
CCOc1ccc(NC(=O)CCN2CCN(S(=O)(=O)c3cc(Cl)ccc3OC)CC2)cc1	-6	6	-14	0	-2	-9	-0.7	-44	-9
CN(C)C(=O)c1cn(-c2ccccc2)nc1-c1cccs1	-4	-6[fluorescence artefact?]	-13	2	-2	1	-0.8	0	-4
Cn1c(/N=C/c2ccc3c(c2)OCO3)nc2ccccc21	-2	9	1	2	0	-11	-0.1	1	-15
CCOc1ccc(N=C2NC(=O)S/C2=C\c2ccc(OC)cc2)cc1	-27	17[fluorescence artefact?]	x	0	-7	-2	0.5	-22	5
CCCC1CC(c2csc(N)n2)CCO1 (centres undefined)	-3	-9	-8	3	-1	-6	0.1	1	-22
O=C(c1ccc(Oc2ccc([N+](=O)[O-])cc2Cl)cc1)N1CCCC1	-6	-4	3	19	0	-10	0.5	-6	-4
